Bioassay records (PubChem BioAssay)
human PMI inhibition – MPI enzyme activity inhibition – biochemical, fluorescence intensity, coupled assay, primary screen (AID 1209); inhibition, % at 20 µM, or IC50 in µM where a hit was titrated; 0.42% of 190,000 active; purified PMI enzyme, coupled fluorescence intensity; higher % means a stronger effect;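 also: plate controls were DMSO vehicle for no effect and wells lacking substrate for full effect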
LYP inhibition – inhibitors of LYP phosphatase, biochemical, fluorescence intensity, uHTS (AID 1779); recombinant LYP phosphatase, fluorescence intensity; higher % means a stronger effect; one-dose inhibition, % at 11.5 µM; IC50 in µM for titrated hits; 0.054% of 290,000 active;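 also: plate controls were vehicle with enzyme for no effect and no enzyme for full effect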
NOD1 inhibition – NOD1 signaling inhibitors, primary screen, cell-based, luminescence, uHTS (AID 1578); NOD1-driven NF-kB luciferase reporter cells, luminescence; higher % means a stronger effect; inhibition, % at 4 µM; hits with a dose series show EC50 in µM; 1% of 290,000 active; in the data active = inhibition mostly above about 36%, no sharp cut-off; inactive = mostly below about 34%;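 also: HEK-293T reporter cells stimulated with the NOD1 agonist gamma-tri-DAP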
XIAP displacement – XIAP antagonists, biochemical, IAP family, fluorescence polarization (AID 1018); displacement, % at 20 µM, or IC50 in µM where a hit was titrated; XIAP BIR domain, fluorescence polarization peptide displacement; higher % means a stronger effect; 0.007% of 200,000 active; in the data active = displacement above about 50%; also: a part of the inactive calls stands beside numbers as strong as those of hits
human PMI inhibitors – MPI inhibition at elevated mannose 6-phosphate – biochemical, fluorescence intensity, high mannose 6-phosphate, primary screen (AID 1220). recombinant PMI enzyme, coupled fluorescence intensity; higher % means a stronger effect. inhibition, % at 20 µM; hits with a dose series show IC50 in µM. 0.66% of 190,000 active
TNAP activation fold – stimulation of alkaline phosphatase TNAP activity – biochemical, luminescent, no phosphate acceptor, uHTS, primary screen (AID 1001); purified TNAP, luminescent activation assay, no phosphate acceptor; higher activation fold means a stronger effect; one-dose activation fold at 20 µM; EC50 in µM for titrated hits; 0.03% of 200,000 active; in the data active = activation fold from about 3, or a potency from the dose series; inactive = the rest, 99 in 100 with activation fold below about 1.6; also: many of its hits are not listed in these tables
KOR beta-arrestin-1 – KOR antagonists, beta-arrestin recruitment, cell-based, luminescence, uHTS (AID 1778); KOR beta-arrestin recruitment, luminescence, antagonist mode; higher % means a stronger effect; inhibition, % at 10 µM, or IC50 in µM where a hit was titrated; 0.091% of 290,000 active; also: strong numbers were not always called active
HEK293 NOD2/NF-kB – NOD2 signaling inhibitors, cell-based, luminescence, uHTS, HEK293 (AID 1566). 0.63% of 290,000 active. inhibition, % at 4 µM, or EC50 in µM where a hit was titrated. HEK293 NOD2/NF-kB luciferase reporter, luminescence; higher % means a stronger effect; also: many of its hits are not listed in these tables
KOR beta-arrestin-2 – KOR agonists, beta-arrestin recruitment, primary screen, cell-based, luminescence, uHTS (AID 1777); KOR beta-arrestin recruitment, luminescence; higher % means a stronger effect; one-dose activation, % at 10 µM; EC50 in µM for titrated hits; 0.02% of 280,000 active; in the data active = activation above about 50%, passing the limit was not always enough; also: a part of the inactive calls stands beside numbers as strong as those of hits
* hit, by the source's call; / = not tested or not shown; [ ] = another dose, or the depositor's remark. Rule as the data show it, unless noted: active = inhibition above about 50%; inactive = the rest.

human PMI inhibition	LYP inhibition	NOD1 inhibition	XIAP displacement	human PMI inhibitors	TNAP activation fold	KOR beta-arrestin-1	HEK293 NOD2/NF-kB	KOR beta-arrestin-2	smiles
5%	-10%	-6%	-3.2%	2%	1.1	6%	6%	-1.8%	O=C1c2ccccc2CN1CCNS(=O)(=O)c1ccc(Cl)cc1
-3%	-1%	-3%	-3.3%	-3%	0.9	-1%	23%	0.8%	CC(C)Cn1c(=O)c(C(=O)Nc2ccccc2S(N)(=O)=O)c(O)c2ccccc21
-4%	0%	-26%	-11%	47%	1	17%	16%	-4.9%	O=C(O)CSc1cc(C(=O)c2ccccc2O)cn2c(=O)c3c(-c4ccccc4)csc3nc12
1%	2%	-17%	-3.7%	1%	1	3%	-7%	2.9%	Cc1ccc2c(c1)CCCN2C(=O)c1ccco1
-6%	6%	-50%	-1.9%	-6%	1.1	-50%	-167%	-0.8%	Cc1ccc(C(=O)n2c(=S)nc3ccccn32)cc1
-20%	-6%	-40%	-4.7%	-11%	1.1	-33%	-12%	1.5%	Cc1cnc(C(=O)OCC(=O)Nc2ccc(C)c(S(=O)(=O)N3CCCCCC3)c2)cn1
2%	-6%	4%	-2.1%	5%	1.1	13%	10%	2.1%	CCc1ccc2nc(SCC(=O)N(CC)CC)c(C#N)cc2c1
19%	-7%	45%	-0.3%	15%	1.2	-28%	1%	2.7%	O=C(Nc1ccc(Cl)cc1)Nc1ccc2c(c1)N1CCN=C1S2
-10%	3%	-37%	-2.5%	-5%	1.1	/	-4%	-0.4%	CCC(=O)c1ccc2ncccc2c1
/	-5%	-4%	/	/	/	/	-53%	1.0%	CCS(=O)(=O)N1Cc2ccccc2CC1C(=O)Nc1ccc(F)cc1 (configuration not stated)

Compound profiles, from the list above.
O=C(Nc1ccc(Cl)cc1)Nc1ccc2c(c1)N1CCN=C1S2 across the screens: human PMI inhibition: 19%; LYP inhibition: -7%; NOD1 inhibition: 45%; XIAP displacement: -0.3%; human PMI inhibitors: 15%; TNAP activation fold: 1.2; KOR beta-arrestin-1: -28%; HEK293 NOD2/NF-kB: 1%; KOR beta-arrestin-2: 2.7%
CCC(=O)c1ccc2ncccc2c1 across the screens: human PMI inhibition: -10%; LYP inhibition: 3%; NOD1 inhibition: -37%; XIAP displacement: -2.5%; human PMI inhibitors: -5%; TNAP activation fold: 1.1; KOR beta-arrestin-1: /; HEK293 NOD2/NF-kB: -4%; KOR beta-arrestin-2: -0.4%
CCc1ccc2nc(SCC(=O)N(CC)CC)c(C#N)cc2c1 across the screens: human PMI inhibition: 2%; LYP inhibition: -6%; NOD1 inhibition: 4%; XIAP displacement: -2.1%; human PMI inhibitors: 5%; TNAP activation fold: 1.1; KOR beta-arrestin-1: 13%; HEK293 NOD2/NF-kB: 10%; KOR beta-arrestin-2: 2.1%

Next structures
human PMI inhibition	LYP inhibition	NOD1 inhibition	XIAP displacement	human PMI inhibitors	TNAP activation fold	KOR beta-arrestin-1	HEK293 NOD2/NF-kB	KOR beta-arrestin-2	smiles
/	-3%	-30%	/	/	/	-35%[20 µM]	8%	-1.0%	COc1ccc(C(=O)Nc2cccc3nc(C)ccc23)c(OC)c1
-12%	-4%	-8%	-5.9%	24%	1.1	4%	22%	1.3%	CC1CN(C(=O)c2cccc(S(=O)(=O)Nc3cc(Cl)ccc3Cl)c2)CC(C)O1 (configuration not stated)
/	-2%	-3%	/	/	/	-55%	-26%	-0.8%	CCOC(=O)CNC(=O)N1CCc2ccc(NC(=O)c3ccccc3OC)cc2C1
/	-8%	37%	/	/	/	-7%	4%	2.5%	O=C1NC(c2ccc(Cl)cc2Cl)Oc2ccccc21 (configuration not stated)
7%	-3%	-20%	-7.7%	8%	1.1	-36%[20 µM]	8%	-4.1%	Cc1ccc(C)c(N(CC(=O)NC(C)(C)C)C(=O)CNC(=O)c2cccs2)c1
/	-8%	9%	/	/	/	-29%[20 µM]	-4%	-1.4%	O=C(CN1CCCCC1)c1c[nH]c2ccccc12
8%	2%	-36%	-12%	0%	1	-14%	-16%	-0.1%	Cc1[nH]n(-c2ccc([N+](=O)[O-])cc2)c(=O)c1C=NCCc1c[nH]c2ccccc12
-4%	-2%	42%	-4.3%	-2%	1	-31%	-21%	28%	NS(=O)(=O)c1ccc(CCNc2nc3c(-c4cccc(F)c4)nnn3c3ccccc23)cc1
4%	-5%	-10%	-1.0%	0%	1.1	9%	8%	-1.8%	Cc1ccc(C(=O)OCC(=O)Nc2cc(S(=O)(=O)N3CCOCC3)ccc2C)cc1
10%	4%	24%	-6.7%	5%	1.1	-60%	-45%	8.2%	CCC(C)c1ccc(S(=O)(=O)N2CCN(C(=O)COc3ccc4c(C)cc(=O)oc4c3)CC2)cc1 (configuration not stated)
-1%	-12%	5%	-6.0%	-12%	1	-27%	-2%	5.1%	Cc1ccc(C(=O)NCCCn2ccnc2)cc1[N+](=O)[O-]
7%	-4%	-45%	-2.9%	5%	1	-9%	-28%	-3.9%	CNC(=S)Nc1ccc(OCc2ccccc2)cc1
8%	-3%	-22%	-3.1%	1%	1	3%	6%	5.4%	O=C(c1ccc(NC(=S)Nc2ccc(Cl)c(Cl)c2)cc1)N1CCCC1
1%	-2%	-2%	-1.5%	-5%	1.1	-7%	2%	2.4%	CCC(c1nnnn1CCc1ccccc1)N1CCN(C(=O)c2ccco2)CC1 (configuration not stated)
-11%	-8%	9%	-0.1%	-11%	1.2	-40%	1%	-3.2%	Cc1ccc(NC(=S)NCC2CCCO2)cc1 (configuration not stated)
5%	-5%	-1%	-4.2%	5%	1.1	-2%	-8%	3.4%	CS(=O)(=O)N1CCN(C(=O)c2ccc(-c3ccccc3)cc2)CC1
-5%	-7%	-1%	-1.5%	0%	1.2	32%	9%	0.1%	O=C(COc1ccc(Br)cc1)NCc1ccccn1
3%	-7%	17%	-22%	-2%	1.1	-10%	-6%	1.1%	CCOC(=O)c1c(C=O)c(C)n(Cc2ccccc2Cl)c1C
/	-2%	3%	/	/	/	39%	-64%	-19%	O=C1c2cccc3c(O)ccc(c23)C(=O)N1c1ccc(Cl)cc1
21%	1%	-52%	-2.9%	19%	1.1	-12%	10%	-7.5%	CCCC(=O)n1nc(NCc2ccc(OC)cc2)nc1NCc1ccc(OC)cc1
-8%	-3%	1%	-5.8%	-12%	1	5%	-21%	-1.4%	OC(CN1CCCCC1)CN(c1ccccc1)c1ccccc1 (configuration not stated)
5%	-10%	-52%	-2.3%	4%	1.1	4%	-60%	-4.2%	CC(=O)c1sc(NC(=O)COc2ccc(Cl)cc2Cl)nc1C
7%	-7%	-11%	-8.2%	-1%	1.1	13%	7%	1.8%	CN(C)S(=O)(=O)c1ccc(NS(=O)(=O)/C=C/c2ccccc2)cc1
-15%	0%	-22%	-6.5%	-11%	1	-3%	5%	-1.3%	O=C(CSc1nc2[nH]ncc2c(=O)[nH]1)Nc1ccccc1
-20%	-2%	-14%	-2.1%	-18%	1.2	6%	9%	7.2%	Cc1c(NC(=O)CSc2nncc3ccccc23)c(=O)n(-c2ccccc2)n1C
0%	-4%	-23%	-4.6%	1%	1.1	-34%	10%	2.0%	O=C(O)CSc1nc(-c2ccccc2)cc(=O)[nH]1
9%	-1%	-27%	-3.6%	4%	1.1	41%	8%	-4.0%	N#Cc1c(NC(=O)c2ccc(N3CCOCC3)c([N+](=O)[O-])c2)sc2c1CCCC2
/	-12%	-15%	/	/	/	-4%[20 µM]	8%	-4.3%	O=C(CCC(=O)NCc1ccccc1)NCc1ccccc1
-8%	-1%	-10%	-0.8%	-9%	1.1	4%	5%	-3.0%	Cc1cccc(NC(=O)CCNS(=O)(=O)c2cccc3nonc23)c1C
12%	-4%	-28%	-2.8%	4%	1.1	1%	12%	-0.7%	CCOc1ccccc1Nc1nnc(SCc2nnc(-c3cc(OC)c(OC)c(OC)c3)o2)s1
4%	-6%	-32%	-4.8%	6%	1.1	1%	21%	-4.2%	CCOC(=O)NN1C(=O)c2ccccc2NC1c1cccnc1 (configuration not stated)
8%	-5%	-4%	-4.3%	0%	1.1	2%	2%	-3.1%	CCCCn1c(C(C)NC(=O)CCC)nc2ccccc21 (configuration not stated)
-10%	-2%	-10%	-4.4%	-6%	0.9	26%	13%	-9.0%	O=C(CSc1nccn1-c1ccc(F)cc1)NCc1ccc(F)cc1
-1%	4%	37%	-14%	8%	1.1	26%	-5%	5.8%	COc1ccc(/C=C/C(=O)O)cc1S(=O)(=O)N1CCc2ccccc2C1
/	-2%	45%	/	/	/	-36%	4%	0.3%	O=C(O)c1cccc(NC(=O)c2ccccc2NC(=O)c2cccc([N+](=O)[O-])c2)c1
/	4%	-5%	/	/	/	2%	9%	-0.3%	CSc1cccc(NC(=S)Nc2cc(C)ccc2C)c1
/	-7%	-14%	/	/	/	-2%	-2%	-1.7%	CCn1cc(S(=O)(=O)Nc2cccnc2)cn1
/	-7%	2%	/	/	/	-30%[20 µM]	4%	-2.9%	Cc1cc(C)c2sc(NC(=O)C3CC3)nc2c1
5%	-9%	8%	-3.4%	0%	1.1	15%	21%	-4.3%	Cc1c(Br)cc(C(=O)NCCCN2CCOCC2)c(C)c1C
-5%	-7%	13%	-1.3%	-2%	1.2	17%	11%	8.2%	CCOc1ccc(CNC23CN4CN(CN(C4)C2)C3)cc1
3%	1%	-90%	-6.8%	-2%	0.9	25%	-77%	1.2%	Cc1nn(-c2ccccc2)c(N)c1N=Nc1ccccc1
/	-14%	-2%	/	/	/	-14%[20 µM]	-21%	0.9%	CC(C)CN1CCC(=O)N(CCN=[N+]=[N-])CC1
-9%	0%	-19%	-3.8%	-5%	1	2%	10%	-3.6%	O=C(CN1C(=O)CSC1=O)c1ccccc1
9%	-3%	15%	-8.5%	6%	1	-6%	14%	1.7%	O=C(NCCc1c[nH]c2ccccc12)C1CCN(c2nnc(N3CCCC3=O)s2)CC1
/	-5%	-20%	/	/	/	16%	1%	-2.6%	O=C(O)c1ccc(NC(=O)c2ccco2)c(NC(=O)c2ccco2)c1
-2%	-4%	-24%	-11%	0%	1.1	-40%	6%	3.4%	COc1ccc(C/C(C)=N/NC(=O)C2COc3ccccc3O2)cc1 (configuration not stated)
/	-9%	18%	/	/	/	18%	5%	-2.1%	Cn1c(=O)c2c(nc(NCCNC(=O)c3ccco3)n2Cc2ccccc2F)n(C)c1=O
/	-6%	5%	/	/	/	/	20%	-1.4%	CC(C)(C)S(=O)(=O)c1cnc(N2CCCC2)nc1N
16%	-2%	-14%	-4.3%	16%	1.1	-26%[20 µM]	20%	-2.5%	CCOC(=O)c1nnc(-c2ccc(C)cc2)nc1N1CCSCC1
/	-10%	-2%	/	/	/	-22%[20 µM]	26%	-1.2%	CCc1cc2c(-c3ccccc3)cc(=O)oc2cc1OCC(=O)NCC1CCC(C(=O)O)CC1 (configuration not stated)
-8%	-4%	-15%	-4.8%	-2%	1.1	-23%	16%	-0.4%	COc1ccc(C(=O)c2coc(-c3ccccc3C(=O)O)c2C(=O)O)cc1
12%	-7%	-20%	-10%	39%	0.8	-14%	-6%	-3.7%	O=C(CC1(O)C(=O)Nc2cc(Cl)cc(Cl)c21)c1ccccc1O (configuration not stated)

These rows are one share of the data; the hit share may differ from the screen's.
